MEX-5 binding: C. elegans MEX-5 TCR-2 RNA binding activity | MEX-5/FITC-TCR2 RNA binding, fluorescence polarization; active compounds read low | activity score (negative = inhibition of binding), % at 10 µM | Q9XUB2 | AID 1832 | actives 0.38% (n = 300,000);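 active = inhibition past about -25% in most replicates, and total fluorescence under double the plate's negative control median, limit read from the data; inconclusive = replicates evenly split on the limit, or fluorescence at least double controls; inactive = too little inhibition in most replicates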;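 also: 0% = DMSO and -100% = 5 µM competing unlabeled TCR2 RNA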
VLA-4 inh: inhibition in a human VLA-4 binding assay; P13612; VLA-4 expressing cells, ligand binding flow cytometry; inhibition, % (about 7 µM as worked out from the volumes in the protocol); actives 0.2% (n = 330,000); in the data active = inhibition above about 50%
MCL1 BIM primary: inhibitors of human MCL1 binding to BIM-BH3 peptide; Q07820; actives 0.68% (n = 320,000); inhibition, % at 10.9 µM; AID 2057; GST-MCL1 / FITC-Bim-BH3 fluorescence polarization;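 active = inhibition above the mean inhibition of all tested compounds plus 3 SD, set per campaign, cut at about 40% in these data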;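 also: 0% = DMSO wells and 100% = unlabeled Bim-BH3 peptide control; higher means more loss of mP so more displacement of Bim peptide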
Target sequence (Q07820 whole entry, looked up): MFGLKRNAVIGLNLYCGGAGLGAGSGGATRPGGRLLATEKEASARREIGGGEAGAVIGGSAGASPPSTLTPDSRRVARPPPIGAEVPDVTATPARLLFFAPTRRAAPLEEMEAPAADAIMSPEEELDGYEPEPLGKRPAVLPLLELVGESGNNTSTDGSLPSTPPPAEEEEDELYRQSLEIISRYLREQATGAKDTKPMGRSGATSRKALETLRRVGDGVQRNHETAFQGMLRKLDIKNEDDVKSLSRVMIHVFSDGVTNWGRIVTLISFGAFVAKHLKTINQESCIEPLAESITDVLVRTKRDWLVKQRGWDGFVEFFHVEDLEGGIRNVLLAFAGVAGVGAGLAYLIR
Efflux pump inh: blocks antifungal efflux pumps in multiplex yeast assay; S. cerevisiae Candida pump triplex, Nile Red efflux; inhibition, % at 10 µM; actives 0.44% (n = 330,000);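 active = plate passing quality check with inhibition over a set limit, or well fluorescence over plate mean plus 4 SD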;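 also: Nile Red retained in pooled yeast measured as flow cytometry median fluorescence; 0% = buffer negative control and 100% = Enniatin B positive control; higher means more Nile Red kept so more efflux inhibition; some compounds called inactive have numbers as strong as hits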
PME-1 primary: PME-1 (human) inhibition | actives 0.53% (n = 320,000) | recombinant PME-1, FP-Rh probe fluorescence polarization | inhibition, % at 5.9 µM | Q9Y570 | AID 2130;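 active = inhibition above the campaign mean of all compounds plus 3 SD, cut at about 26% in these data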;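 also: competitive labeling of PME-1 active site by serine hydrolase directed probe; 0% = PME-1 with DMSO and 100% = wells lacking PME-1 enzyme; inhibitors block probe labeling so polarization falls and inhibition rises; many of its hits are not listed in these tables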
GLD-1 RNA inh: GLD-1-TGE RNA interaction inhibition (C. elegans) | Q17339 | purified GLD-1 + fluorescein TGE RNA, fluorescence polarization | inhibition, % at 5.96 µM | actives 0.44% (n = 320,000);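 active = percent inhibition above a per-plate cutoff, the plate mean of test compounds plus 3 SD, cut at about 30% in these data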;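 also: 0% = DMSO wells with GLD-1 and probe and 100% = wells lacking GLD-1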
Fam108B inh: Fam108B inhibition, counter-screen for RBBP9 inhibitors | recombinant Fam108B, FP-Rh probe fluorescence polarization | inhibition, % at 9.51 µM | actives 0.33% (n = 300,000);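 active = inhibition above the screen mean inhibition plus 3 SD, computed separately per campaign, cut at about 18% in these data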;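 also: inhibitors lower polarization as less probe binds the enzyme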
GRK2 inh: inhibitors of human GRK2 displacing RNA aptamer; P25098; bead flow cytometry, FAM-aptamer displacement from GRK2; inhibition of aptamer binding, % at 10 µM; actives 0.59% (n = 330,000); AID 488847;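 active = inhibition of aptamer binding above 40%, roughly 3 SD of noise, on plates passing a quality check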;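 also: median bead fluorescence of bound FAM aptamer so fluorescent compounds give negative values; no value below 0 was filed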
Target sequence (P25098 whole entry, looked up): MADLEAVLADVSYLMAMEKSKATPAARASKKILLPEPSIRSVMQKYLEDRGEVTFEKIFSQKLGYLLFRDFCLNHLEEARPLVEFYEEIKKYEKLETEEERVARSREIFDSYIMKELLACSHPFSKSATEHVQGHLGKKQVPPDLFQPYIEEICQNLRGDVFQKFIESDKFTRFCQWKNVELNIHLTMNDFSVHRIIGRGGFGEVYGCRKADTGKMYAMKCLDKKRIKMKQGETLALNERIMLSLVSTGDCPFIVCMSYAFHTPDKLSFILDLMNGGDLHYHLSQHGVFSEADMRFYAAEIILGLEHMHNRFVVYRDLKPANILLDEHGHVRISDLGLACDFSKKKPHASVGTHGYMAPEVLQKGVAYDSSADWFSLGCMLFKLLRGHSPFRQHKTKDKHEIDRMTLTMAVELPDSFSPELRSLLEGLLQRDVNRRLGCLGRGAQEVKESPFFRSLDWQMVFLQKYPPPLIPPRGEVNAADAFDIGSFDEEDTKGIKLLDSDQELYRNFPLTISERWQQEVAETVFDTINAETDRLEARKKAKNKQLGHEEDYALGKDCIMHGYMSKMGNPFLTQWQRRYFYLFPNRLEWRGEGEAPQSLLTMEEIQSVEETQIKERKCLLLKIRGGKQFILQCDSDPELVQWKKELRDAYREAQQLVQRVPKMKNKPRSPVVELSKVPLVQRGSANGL
Bcl-xL primary: blocks human Bcl-xL binding to Bim BH3 peptide | GST-Bcl-xL / FITC-Bim BH3 peptide fluorescence polarization | inhibition, % at 10.9 µM | actives 0.7% (n = 320,000);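 active = inhibition above the mean of all tested compounds plus 3 SD, cutoff set per campaign, cut at about 30% in these data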;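 also: 0% = DMSO wells and 100% = unlabeled Bim-BH3 peptide competitor; inhibitors lower millipolarization by displacing the labeled peptide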
* = called active by the depositor; ? = inconclusive; . = no result given.

Molecule | MEX-5 binding | GRK2 inh | PME-1 primary | VLA-4 inh | Efflux pump inh | GLD-1 RNA inh | Fam108B inh | MCL1 BIM primary | Bcl-xL primary
COc1ccc(Cl)cc1Nc1nc(C)nc2c1nnn2Cc1ccccc1 | 3.2 | 0 | -3 | 10 | -0.1 | 6 | -5 | 3 | 2
CCc1ccc(NC(=O)CCS(=O)(=O)c2ccc(Br)cc2)cc1 | 1.9 | 26 | -2 | 19 | -0.1 | 10 | -1 | 5 | 1
CCN1CCN(C(=S)c2ccc(O)cc2)CC1 | -0.6 | 3 | -3 | 8 | -0.2 | 3 | 2 | 3 | 8
C=CCc1cccc2cc(C(=O)NCc3ccc(C(=O)OCC)o3)c(=O)oc12 | 3.0 | 8 | -3 | -10 | -0.1 | 10 | 0 | 3 | 6
CCN1CCN(C(c2ccccc2)c2nnnn2Cc2ccc(OC)cc2)CC1 (stereo not drawn) | 1.0 | 1 | 8 | 3 | 0.1 | -4 | 1 | 7 | 7
Cn1nc(-c2ccc(N3CCCCC3)c(NC(=O)c3ccco3)c2)c2ccccc2c1=O | 1.5 | 4 | -4 | -2 | -0.1 | -4 | -3 | -5 | 1
CC(=O)N1CCOc2ccc(S(=O)(=O)NCCc3ccc(Cl)cc3)cc21 | -0.8 | 1 | 11 | 9 | 0.1 | 1 | 7 | 2 | 5
COc1ccc(CCNC(=O)C(=O)NCC2CCCN2S(=O)(=O)c2cccs2)cc1OC (stereo not drawn) | -5.4 | 0 | 3 | 10 | 0.1 | 3 | 1 | 4 | 11
CCCCNC(=O)CC1C(=O)N(Cc2ccccc2)C(C)c2nc3ccccc3n21 (stereo not drawn) | 1.7 | 4 | -1 | -1 | 1.1 | 4 | -5 | 5 | 3
COc1ccccc1P(=O)(c1ccccc1)c1ccc([N+](=O)[O-])cc1 (stereo not drawn) | 0.7 | 0 | 5 | 11 | 0.0 | 0 | -3 | -2 | 2
COc1ccc(NC(=O)Cn2cnc3sc(C)c(S(=O)(=O)N4CCOCC4)c3c2=O)c(OC)c1 | -1.4 | 0 | -2 | 8 | 0.2 | 5 | 1 | 5 | 9
CCOC(=O)CSc1nnc(Cc2ccccc2)n1-c1ccc(C)cc1 | 0.5 | 2 | -7 | -6 | 0.1 | 5 | 4 | 1 | 2
CCCCc1nc(SCC(=O)Nc2nnc(CCCC)s2)n[nH]1 | 2.1 | 2 | 4 | 0 | 0.1 | 3 | 6 | 1 | 5
Cc1cccc(NC(=O)CCc2ccc(C)o2)c1 | 1.2 | 1 | -5 | 15 | 0.0 | 2 | 0 | 4 | 7
CC(=O)Nc1ccc(NC(=O)C2(C)CC2(Cl)Cl)cc1 (stereo not drawn) | -1.1 | 3 | 0 | 3 | 0.0 | -3 | 3 | -7 | 2

(listing goes on)
Molecule | MEX-5 binding | GRK2 inh | PME-1 primary | VLA-4 inh | Efflux pump inh | GLD-1 RNA inh | Fam108B inh | MCL1 BIM primary | Bcl-xL primary
O=C(O)c1cc(NC(=O)c2ccccc2F)cc(NC(=O)c2ccccc2F)c1 | -1.1 | 1 | 2 | 6 | 0.0 | 3 | 4 | 9 | 4
Cc1nn(-c2ccccn2)c2c1C(c1c(F)cccc1Cl)C1=C(N2)c2ccccc2C1=O (stereo not drawn) | -0.1 | 7 | 2 | 10 | -0.2 | 6 | 0 | 5 | 3
O=C(COC(=O)c1ccc(N2CCCC2=O)cc1)c1ccc(OC(F)F)cc1 | 0.4 | 2 | -1 | 10 | 0.2 | -3 | -4 | -2 | -1
O=C(NCC1CCCN1S(=O)(=O)c1cccs1)c1cccc(F)c1 (stereo not drawn) | 1.9 | 0 | 0 | 15 | 0.3 | 0 | -2 | 3 | 5
O=C(C1CCCCN1S(=O)(=O)c1ccccc1[N+](=O)[O-])N1CCCC1 (stereo not drawn) | -2.3 | 4 | -3 | -13 | -0.3 | 2 | 10 | -3 | 0
COc1cc(Cl)c(S(=O)(=O)NCc2cccnc2)cc1Cl | 1.6 | 0 | -1 | 35 | 0.1 | 5 | 4 | -8 | 2
Nn1c(SCC(=O)Nc2nccs2)nnc1-c1ccccn1 | -1.0 | 0 | 4 | 13 | 0.2 | -4 | 1 | 3 | 2
O=C(C1=NNCC1c1ccccc1)C1OC1c1ccccc1 (stereo not drawn) | 0.8 | 0 | 4 | -3 | 0.0 | -4 | 2 | 2 | 1
CCOc1cccc(C2C(C(=O)c3ccc(C)o3)=C(O)C(=O)N2c2nccs2)c1 (stereo not drawn) | -71* | 7 | -9 | 9 | 0.2 | 143* | -7 | 143* | 121*
CCOC(=O)CC1C(=O)NCCN1S(=O)(=O)c1cc(Cl)c(Cl)cc1Cl (stereo not drawn) | 1.8 | 1 | 4 | 28 | 0.0 | 1 | -1 | 8 | 3
CC1CCCN(c2ccc(C(=O)NCCc3ccccc3)cn2)C1 (stereo not drawn) | 2.0 | 0 | 3 | -7 | 0.0 | 4 | -3 | 5 | 7
Nn1c(-c2cccs2)nc2sc3c(c2c1=O)CCCC3 | -1.4 | 3 | 0 | 7 | -0.1 | 4 | 1 | -2 | 3
CN1c2ccccc2C(C)(C)[C@]12C=Cc1cc(O)ccc1O2 | 0.9 | 2 | -64 | -365 | 0.1 | 26 | -1 | 15 | 13
O=C(CCN1C(=O)/C(=C\C=C\c2ccccc2)SC1=S)Nc1cccc(C(=O)O)c1 | -0.1 | 7 | -8 | -25 | 0.0 | -2 | -2 | 28 | 13
O=C(Cc1ccc(-c2ccccc2)cc1)N1CCOCC1 | -1.4 | 0 | -2 | -1 | -0.1 | -7 | 5 | 3 | 8

(continued)
Molecule | MEX-5 binding | GRK2 inh | PME-1 primary | VLA-4 inh | Efflux pump inh | GLD-1 RNA inh | Fam108B inh | MCL1 BIM primary | Bcl-xL primary
CCN(CC)C(=O)CSc1nc2cc3c(cc2c(=O)n1Cc1ccc2c(c1)OCO2)OCO3 | -7.7 | 2 | 1 | 3 | 0.1 | -1 | 3 | 2 | 4
CN(C)c1ccc(N/C=C/C(=O)C(F)(F)F)cc1 | 0.5 | 0 | 10 | -5 | 0.1 | 8 | -1 | 29 | 19
CCOC(=O)c1c(C)[nH]c(C(=O)OCC(=O)N(C)CC(=O)Nc2ccccc2Cl)c1C | -1.7 | 1 | 1 | 6 | -0.2 | 3 | 0 | -16 | -10
Cc1c(C2OC(=O)C3(CCCCC3)C(=O)C2(C)C)c(=O)n(-c2ccccc2)n1C (stereo not drawn) | 2.6 | 2 | -7 | 11 | 0.1 | 4 | -2 | 8 | -1
CCOc1ccc(S(=O)(=O)NCc2cccs2)cc1 | 1.0 | 0 | 2 | -1 | 0.1 | -3 | 0 | -3 | 1
O=C(NCCN1CCNC1=O)C1CCC(=O)N(Cc2ccccc2F)C1 (stereo not drawn) | -0.2 | 0 | -3 | 7 | 0.0 | 5 | 0 | 7 | 1
C=CCOC(=O)Nc1ccc(Cl)cc1NC(=O)OCC=C | -1.2 | 7 | 1 | 4 | 0.0 | 4 | -1 | 7 | 1
O=C(COC(=O)Cn1cnc2ccccc21)NCc1ccc(F)cc1 | -0.5 | 2 | 1 | 14 | 0.0 | 0 | 1 | 6 | 5
COc1ccc(N2C(=O)CC(N(CCc3ccc(OC)c(OC)c3)C(=S)Nc3ccccc3)C2=O)cc1 (stereo not drawn) | 0.0 | 1 | -2 | -4 | 0.3 | 7 | -1 | -4 | 5
O=C(O)c1ccc(N/N=C/C2=C(N3CCOCC3)C(=C\c3ccccc3)/CC2)cc1 | ? | 0 | 4 | -22 | 0.1 | -2 | 19* | -23 | -24
CC(C)C[C@H]1CN=C(Nc2ccccc2)N1CCC(C)c1ccccc1 (stereo partly drawn) | . | 0 | 0 | 30 | -0.1 | 6 | 1 | 3 | 7
O=C(Nc1ccc2c(c1)OCO2)c1cnn2c(C(F)(F)F)cc(-c3ccco3)nc12 | . | 0 | -5 | -9 | -0.1 | 4 | 1 | 6 | 2
Clc1ccc(Cn2ncc3c(NCCN4CCOCC4)ncnc32)cc1 | -0.7 | 2 | 6 | -8 | 0.1 | 1 | 0 | 5 | 7
COc1cc(OC)cc(C(=O)NCCNc2nc3cc(C)cc(C)c3cc2C#N)c1 | -3.5 | 3 | 0 | -3 | 0.0 | -7 | -2 | -2 | 5
O=[N+]([O-])c1ccccc1OCC(O)CNC1CCCC1 (stereo not drawn) | 2.2 | 0 | -3 | 7 | 0.0 | 5 | 0 | 1 | 6

(further entries)
Molecule | MEX-5 binding | GRK2 inh | PME-1 primary | VLA-4 inh | Efflux pump inh | GLD-1 RNA inh | Fam108B inh | MCL1 BIM primary | Bcl-xL primary
COc1cc(C(=O)OCCC(C)C)cc(OC)c1O | 0.4 | 0 | 3 | 5 | -0.1 | -11 | 4 | 6 | 7
Cn1c(-c2ccc(C=O)s2)nc2ccccc21 | 0.9 | 1 | -2 | 1 | 0.0 | -8 | -5 | 1 | 2
O=C(CN1CCOc2ccccc21)N1CCCC1 | 0.1 | 0 | 7 | -7 | 0.0 | 4 | -1 | -2 | 1
COc1ccc(C(=O)Nc2cc(-c3nn4c(C)nnc4s3)ccc2C)cc1 | 1.1 | 2 | -3 | 2 | 0.3 | 5 | -2 | 4 | 1
CC(=O)Nc1cccc(NC(=O)C2CCCN2C(=O)Nc2ccccc2C)c1 (stereo not drawn) | -0.1 | 0 | 7 | 12 | 0.0 | -1 | 1 | 0 | 1
O=C(CCc1nc2ccccc2c(=O)[nH]1)Nc1nnc(SCc2ccc(F)cc2)s1 | -3.5 | 1 | -3 | -4 | 0.2 | 7 | -17 | -2 | 7
CN(Cc1ccccc1)C(=O)C1CCC(CNS(=O)(=O)c2cccc3cccnc23)CC1 (stereo not drawn) | -0.3 | 2 | 4 | 3 | 0.2 | 2 | -4 | 6 | 4
Cc1ccc(SCC(=O)NCC(C)C)cc1 | 1.1 | 0 | 2 | 4 | -0.3 | 0 | 3 | 5 | 4
O=C(Nc1ccc2ccccc2n1)Nc1ccccc1F | 0.2 | 0 | -2 | -27 | 0.1 | 1 | 1 | 4 | 3
Cc1[nH]ccc2c1[nH]c1cc(=O)ccc12 | 2.6 | 0 | 0 | 2 | 0.0 | -9 | 4 | 5 | 2
C=CCn1c(Cc2ccccc2)nnc1SCc1nc2ccccc2c(=O)[nH]1 | 0.7 | 0 | -6 | 1 | -0.2 | 4 | -2 | -29 | -25
COC(=O)Nc1ccccc1C(=O)N1CCN(c2ccc(C)cc2)CC1 | -0.2 | 1 | 6 | 9 | 0.0 | 4 | 3 | 5 | 8
COc1ccc(C2=NO[C@@H]3[C@@H]4C[C@@H]([C@H]5C(=O)N(C)C(=O)[C@@H]45)[C@H]23)c(OC)c1 | 3.2 | 2 | -2 | 0 | 0.0 | 2 | -4 | 10 | 5
CCCCc1cn([C@@H](CCCCN)C(=O)N2CCNCC2)nn1 | -29* | 1 | 2 | 37 | 0.0 | 25 | -1 | 36 | 39*
CSc1nc2nc(-c3ccccc3)cc(=O)n2[nH]1 | 0.7 | 0 | 0 | 93* | 0.0 | 1 | -1 | -1 | 2
CC(C)Cn1c(N)cc(=O)n(C)c1=O | 0.1 | 0 | -1 | 61* | -0.1 | 4 | 2 | -1 | -4
Cc1ccnc(NC(=O)CCS(=O)(=O)c2ccccc2)c1 | 1.8 | 14 | 2 | -4 | -0.1 | 2 | 0 | 4 | 4

Bioassay records (PubChem BioAssay)

Only part of the results is shown; rates above refer to the full screens.
